Screening data (PubChem BioAssay)
FAS-TE inh: blocks the thioesterase domain of human fatty acid synthase; 360,000 compounds, 0.67% hits; AID 602261; inhibition, % at 15 µM; recombinant FAS-TE, OMFH fluorogenic substrate, fluorescence endpoint;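 active = compounds whose normalised, plate-corrected inhibition of enzyme fluorescence in the single-dose primary screen is 50% or more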;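 note: 0% = DMSO with enzyme and 100% = substrate without enzyme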
MLLE-PAM2 inh: blocks PAM2 peptide binding to the PABP1 MLLE domain | AID 588489 | inhibition, % at 20 µM | P11940 | 360,000 compounds, 0.36% hits | GST-MLLE / FITC-PAM2 fluorescence polarization; in the data active = inhibition above about 35%, passing the limit was not always enough;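 note: plate controls were DMSO wells with GST-MLLE for no effect and wells lacking GST-MLLE protein for full effect; some results filed as inactive read as strong as hits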
CSN deneddyl inh: CSN deneddylation inhibition. Q92905. Purified CSN, SCF-Nedd8-OG deneddylation, fluorescence polarization. inhibition, % at 12.5 µM. 360,000 compounds, 0.38% hits. AID 651999;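 active = pattern-corrected inhibition above about 35%, with an unprinted fluorescence ratio check between 0.5 and 1.5, limit read from the data, passing the limit was not always enough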;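 note: 0% = enzyme with substrate and 100% = substrate without enzyme; some results filed as inactive read as strong as hits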
Target sequence (Q92905 whole entry, looked up, one chain of several): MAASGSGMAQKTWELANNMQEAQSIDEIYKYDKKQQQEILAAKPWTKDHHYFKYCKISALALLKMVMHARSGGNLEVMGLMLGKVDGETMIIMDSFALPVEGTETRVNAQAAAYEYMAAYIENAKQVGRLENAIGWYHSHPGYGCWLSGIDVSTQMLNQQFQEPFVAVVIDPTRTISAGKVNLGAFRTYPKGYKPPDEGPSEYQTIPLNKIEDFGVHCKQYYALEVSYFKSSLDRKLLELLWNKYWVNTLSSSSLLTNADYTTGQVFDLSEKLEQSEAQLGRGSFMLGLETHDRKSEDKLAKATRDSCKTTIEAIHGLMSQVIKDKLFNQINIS
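Assay system: Purified human Csn5 enzyme expressed in HEK293T cells | Amount: Enzyme 0.24 nM | Measured by: Fluorescence polarization readout | Medium: Tris/NaCl/DTT buffer, pH 7.5 | Compound dosing: One concentration, 12.5 µM, 0.25% DMSO | Times: 90 min incubation of compound, enzyme and substrate at room temperature | Control set: no-enzyme wells high, enzyme-with-substrate wells low | Read-out: % inhibition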
MT1-MMP act inh: blocks activation of human MT1-MMP; P50281; HT1080 RFP-PRO-GFP cells, GFP/RFP ratio fluorescence, overnight; percent of plate control window, DMSO zero; GFP/RFP ratio change, % at 20 µM; 360,000 compounds, 0.061% hits; AID 651647;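 active = GFP/RFP ratio change of at least 30% with cell ATP level not reduced by more than half and red fluorescence within 50% of control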; note: strong numbers were not always called active
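Assay system: RFP-PRO-GFP reporter HT1080 cells; read-out basis: GFP/RFP fluorescence ratio; benchmarks: DMSO wells and RFP-L50D-GFP cells; doses: 20 µM single dose, 1% DMSO; schedule: overnight cell settling, then overnight compound exposure, 37 °C, 5% CO2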
SKN-1 block: C. elegans SKN-1 inhibition. C. elegans VP596 Pgst-4::GFP/RFP ratio, acrylamide-induced, 24 h. inhibition, % at 21.8 µM. 360,000 compounds, 0.49% hits. AID 624304;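 active = interference check ratio from 0.5 to 1.5 plus GFP to RFP signal ratio inhibition reaching or exceeding a fixed threshold, cut at about 30% in these data, passing the limit was not always enough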; note: some compounds called inactive have numbers as strong as hits
Rpn11 inh: Rpn11 (human) deubiquitinase inhibition | human 26S proteasome, Ub4-pepOG fluorescence polarization; 20S core pre-blocked with epoxomicin | 360,000 compounds, 0.59% hits | AID 588493 | calls only at 20 µM;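 active = inhibition at 20 µM, scaled to each plate's controls, above about 33%, limit read from the data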
Target sequence (O00487 whole entry, looked up): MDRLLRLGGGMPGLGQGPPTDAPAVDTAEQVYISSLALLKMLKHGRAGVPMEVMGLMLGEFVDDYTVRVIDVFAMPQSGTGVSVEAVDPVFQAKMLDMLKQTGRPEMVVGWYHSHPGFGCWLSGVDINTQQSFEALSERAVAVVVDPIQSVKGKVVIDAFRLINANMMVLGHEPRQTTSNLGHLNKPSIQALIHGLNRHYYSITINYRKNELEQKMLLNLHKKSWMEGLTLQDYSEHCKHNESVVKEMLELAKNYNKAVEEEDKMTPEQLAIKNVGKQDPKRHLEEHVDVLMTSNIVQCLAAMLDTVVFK
Neddylation inh: inhibitors of human cullin neddylation; TR-FRET cullin neddylation, biochemical; calls only at 25 µM; 360,000 compounds, 0.58% hits; AID 651699; in the data active = inhibition above about 36%
NadD inh: blocks S. aureus nicotinate mononucleotide adenylyltransferase; 360,000 compounds, 0.78% hits; purified NadD enzyme, colorimetric absorbance read-out; inhibition, % at 20 µM; in the data active = inhibition above about 26%; note: some compounds past the cut are filed as inactive
Rin1-Abl PPI inh: inhibitors of human Rin1-Abl protein interaction; P00519+Q13671; TR-FRET Rin1/Abl binding, biochemical; inhibition, % at 7.35 µM; 360,000 compounds, 0.4% hits; AID 588664; in the data active = inhibition above about 5%, passing the limit was not always enough
The depositor's hits bear a star; i = inactive; . = not tested or not shown; + = active, no number.

SMILES	FAS-TE inh	MLLE-PAM2 inh	CSN deneddyl inh	MT1-MMP act inh	SKN-1 block	Rpn11 inh	Neddylation inh	NadD inh	Rin1-Abl PPI inh
c1ccc(SCc2nc3ccccc3[nH]2)cc1	-6	10	-4	0	18	i	i	-2	3
C=CCNS(=O)(=O)c1ccc2nsnc2c1	-4	26	10	-1	8	i	i	5	-4
CCn1ccnc1CN(C)C(=O)c1cc(COc2ccc(-n3cncn3)cc2)on1	-2	-4	-4	1	11	i	i	-6	2
CCOC(=O)N1CCC(N2C(=O)c3ccccc3C2Nc2ccc3c(c2)OCCO3)CC1 (centres undefined)	1	3	-1	1	0	i	i	6	0
COc1ccc(N(C(C)=O)c2nc(C)cc(C)c2C#N)c(OC)c1	-9	-1	4	1	-12	i	i	-2	6
CCCn1nc(C(=O)N2CCc3ccccc32)c2ccccc2c1=O	5	-7	-2	-2	-2	i	i	-1	2
CC1=C(C(=O)OC(C)C)C(c2cn(-c3ccccc3)nc2-c2cccs2)NC(=O)N1 (centres undefined)	4	-7	2	2	6	i	i	3	-1
Cc1cccnc1NC(=O)CSc1ccc2c(c1)OCCO2	-2	21	1	-1	-7	i	i	-3	2
CC(=O)c1ccc(N2CCN(C(=O)Nc3cccc(F)c3)CC2)cc1	-8	10	-2	1	-11	i	i	-5	-2
CCCCNc1c(-c2cccc(-c3cc(C(C)=O)cs3)c2)nc2cc(C)ccn12	16	0	2	6	-13	i	i	3	2
O=C(Cn1c(=O)oc2ccccc21)Nc1ccccc1Cl	-1	-8	0	-1	15	i	i	-6	1
COc1ccc(-c2cc(C)no2)cc1S(=O)(=O)NCCCN(C)Cc1ccccc1	-2	-2	-1	4	18	i	i	-7	1
Clc1ccc2nc(-c3ccncc3)cc(-c3ccccc3)c2c1	0	7	-9	-51	-5	i	i	1	-1
Cc1cc(C)nc(NC(=O)c2cc(Br)ccc2Cl)n1	-7	-2	-1	2	-1	i	i	-1	3
CN(C)CCn1c(N)nc2ccccc21	-5	17	0	.	-16	i	i	1	-5
Cc1cc(C)nc(NS(=O)(=O)c2ccc(NC(=O)CCC3COc4ccccc4O3)cc2)n1 (centres undefined)	-9	7	-1	-3	-11	i	i	-2	0
O=[N+]([O-])c1cc([N+](=O)[O-])c(Oc2cccc3ccccc23)cc1NN1CCCCC1	22	-5	0	-6	0	i	i	5	-4
S=C(NCc1ccc2c(c1)OCO2)NC1CC1	-5	-54	-4	-2	16	i	i	-5	3
CC1(C)OC2OC3C(CNCCO)OC(c4ccccc4)OC3C2O1 (centres undefined)	-4	11	1	2	-10	i	i	-1	-2
CC(C)C(C(=O)Nc1ccc(S(=O)(=O)N2CCOCC2)cc1)N1C(=O)c2ccccc2C1=O (centres undefined)	5	3	4	2	0	i	i	-2	-4
CCCCOc1ccc(/C=C/C(=O)OCC(=O)N2CC(=O)Nc3ccccc32)cc1OCC	11	-6	-1	-13	-10	i	.	0	0
CN(C)CCCNC(=S)N1CCn2c(nc3ccccc32)C1	-13	-49	0	2	6	i	i	-5	0
O=C(NCc1ccc2c(c1)OCO2)C(=O)NCC1OCCN1S(=O)(=O)c1ccccc1 (centres undefined)	-8	-11	-3	3	1	i	i	-2	3
Cc1[nH]nc(-c2ccc(O)c(C)c2O)c1-c1cnn(-c2ccccc2)c1	-6	0	3	-2	3	i	i	-3	0
CC(C)c1ccc(NC2CCCN(C(=O)c3cccnc3)C2)cc1 (centres undefined)	-5	-12	2	4	-8	i	i	3	-1
CCOc1cc(-c2nc(C)c(C(C)=O)n2O)ccc1OCC(=O)Nc1ccccc1	-5	-6	0	11	13	i	i	-6	-2
COc1cc(SC)ccc1C(=O)Nc1ccc(C)cc1	19	0	6	0	34	i	i	-5	6
Nc1nonc1C(=O)NCCN=Cc1cc(Cc2ccccc2)cc(Br)c1O	25	7	18	-16	-35	i	i	9	0
CN1CCN(S(=O)(=O)c2ccc(NC(=O)Nc3cccc(Cl)c3)cc2)CC1	10	2	0	-7	-14	i	i	-2	-2
CC(C)Oc1ccc2ccccc2c1CNC[C@H]1O[C@@H](n2ccc(=O)[nH]c2=O)[C@H](O)[C@@H]1O	-9	-12	-1	1	12	i	i	-2	3
Cc1ccc(-n2c(SCC(=O)NCCN3C(=O)CSC3=O)nnc2-c2cccc(C)c2)cc1	-11	-8	-10	-3	-17	i	i	2	1
COc1cc(NC(=O)Cc2c(C(=O)O)[nH]c3ccccc23)cc(OC)c1OC	-13	17	-1	5	6	i	i	0	1
COc1nc(N(c2ccccc2)c2ccccc2)nc(-n2ccnc2)n1	10	2	2	-18	0	i	i	0	1
Cc1cccc(NC(=O)CSc2nnnn2-c2ccc3c(c2)OCCO3)n1	0	-7	0	0	-4	i	i	1	-3
CN(C)CCCNC(=O)C[C@H]1C[C@H](C(=O)N2CCOCC2)[C@@]2(C)c3[nH]c4cc(-c5ccco5)ccc4c3CCN2C1=O	-6	3	-1	-2	-6	i	.	10	-3
CCOC(=O)c1c(S(=O)(=O)NCC(=O)NCc2ccccc2)c(C)n(C)c1C	2	-11	-6	-1	0	i	i	0	1
COc1ccc(Nc2nc(C)cc(=O)[nH]2)c(OC)c1	-8	-5	-3	-1	14	i	i	0	2
CCOC(=O)C(CC)/C(C)=N/NC(=O)c1ccccc1[N+](=O)[O-] (centres undefined)	-4	4	-1	14	0	i	i	6	0
O=C(NCCN1CCN(c2ccccc2)CC1)Nc1cccc(Br)c1	1	1	-4	-3	-12	i	i	-9	0
COc1ccccc1-c1cc(C(F)(F)F)nc(N2CCN(c3ccc(F)cc3)CC2)n1	17	20	-5	0	-3	i	i	-4	2
O=C(O)CNC(=O)c1ccccc1Br	-4	16	3	1	2	i	i	1	7
Cc1nn(C(C)C(=O)N2CCCCC2)c(=O)c2c1sc1ccccc12 (centres undefined)	-6	-11	0	-3	8	i	i	-1	2
O=C(CCCN1C(=O)/C(=C\c2cccs2)SC1=S)NNC(=O)c1cccnc1	-1	-18	-5	5	16	+	i	11	-2
Cc1cccc(Oc2ccc(C(=O)NC3CCSC3=O)cn2)c1C (centres undefined)	-3	7	1	5	20	i	i	0	4
CCc1nnc(NC(=O)CSc2nnc(CNc3cccc(C)c3)n2-c2ccccc2)s1	-1	-21	6	6	22	i	i	8	-4

Part of the list above, set out differently.
Results follow in this order: FAS-TE inh, MLLE-PAM2 inh, CSN deneddyl inh, MT1-MMP act inh, SKN-1 block, Rpn11 inh, Neddylation inh, NadD inh, Rin1-Abl PPI inh
CCc1nnc(NC(=O)CSc2nnc(CNc3cccc(C)c3)n2-c2ccccc2)s1
→ -1, -21, 6, 6, 22, i, i, 8, -4
COc1cc(SC)ccc1C(=O)Nc1ccc(C)cc1
→ 19, 0, 6, 0, 34, i, i, -5, 6
CCOC(=O)C(CC)/C(C)=N/NC(=O)c1ccccc1[N+](=O)[O-] (centres undefined)
→ -4, 4, -1, 14, 0, i, i, 6, 0
CCCn1nc(C(=O)N2CCc3ccccc32)c2ccccc2c1=O
→ 5, -7, -2, -2, -2, i, i, -1, 2
Cc1nn(C(C)C(=O)N2CCCCC2)c(=O)c2c1sc1ccccc12 (centres undefined)
→ -6, -11, 0, -3, 8, i, i, -1, 2
O=C(Cn1c(=O)oc2ccccc21)Nc1ccccc1Cl
→ -1, -8, 0, -1, 15, i, i, -6, 1
CCOc1cc(-c2nc(C)c(C(C)=O)n2O)ccc1OCC(=O)Nc1ccccc1
→ -5, -6, 0, 11, 13, i, i, -6, -2

Going on with the list:
SMILES	FAS-TE inh	MLLE-PAM2 inh	CSN deneddyl inh	MT1-MMP act inh	SKN-1 block	Rpn11 inh	Neddylation inh	NadD inh	Rin1-Abl PPI inh
COC(=O)c1ccc(CNC(=O)CCc2c[nH]c3ccccc23)cc1	0	14	1	-1	4	i	i	-9	2
O=C(CSc1nnnn1-c1ccccc1)NC(=O)Cc1ccccc1	8	-15	1	-2	21	i	i	1	-1
CCN(C(=O)CSc1n[nH]c(N)n1)C1CCCCC1	-8	4	1	-7	15	i	i	1	1
Cc1ccc(C(=O)N2CCN(C3c4cccc5cccc(c45)C3NS(=O)(=O)c3ccccc3)CC2)cc1 (centres undefined)	49	-7	4	-17	0	i	i	36*	0
Cc1ccc(OCc2ccccc2Br)c([N+](=O)[O-])n1	15	-15	1	3	-5	i	i	1	3
CCOC(=O)c1ccccc1NC(=O)c1ccc2c(=O)n3c(nc2c1)CCCCC3	36	-1	5	0	-10	i	i	-6	-2
COc1cc(C(=O)Nc2ccc(C(F)(F)F)cc2)ccc1OCC(=O)N1CCOCC1	-2	5	-1	5	3	i	i	-1	4
Cc1ccc(NC(=O)CCC2CC(C)(C)OC2=O)cc1 (centres undefined)	0	-14	104	-1	13	i	i	0	3
C=CCN1C(=O)C(CC(=O)Nc2ccccc2)SC1=Nc1ccc(S(N)(=O)=O)cc1 (centres undefined)	-3	-5	1	2	3	i	i	-2	1
Cc1cccc(CCNS(=O)(=O)c2ccc3c(c2)NC(=O)CO3)c1	3	7	6	2	-9	i	i	-1	2
O=S(=O)(NCc1cccnc1)c1ccc(Cl)nc1	-7	-7	-4	5	1	i	i	-19	2
COc1ccc(C(C)=O)cc1COC(=O)CCC(=O)N(CC(C)C)c1c(N)n(CC(C)C)c(=O)[nH]c1=O	-4	-7	2	-1	0	i	i	5	0
C=CC[C@@H](CC(=O)N(CCO)Cc1ccccc1)C(=O)NC[C@@H](OC(=O)[C@@H](CC=C)CC(=O)OC(C)(C)C)c1ccccc1	9	-6	2	-15	12	i	i	-13	0
OCCN(Cc1ccccc1)Cc1cccc(C(F)(F)F)c1	5	4	0	2	-16	i	i	-7	-3
NC(=O)C1(Nc2ccc(-c3ccccc3)cc2)CCCC1	-2	2	-1	2	13	i	i	-2	0
COc1cc(/C=C/C(=O)NCCc2ccc(S(N)(=O)=O)cc2)ccc1OCC#N	-6	3	-2	4	-7	i	i	-2	0
CC(=O)c1sc(NC(=O)CS(=O)(=O)c2ccccc2)nc1C	-4	6	-5	-2	-1	i	i	1	-1

2 successive entries from above:
SMILES	FAS-TE inh	MLLE-PAM2 inh	CSN deneddyl inh	MT1-MMP act inh	SKN-1 block	Rpn11 inh	Neddylation inh	NadD inh	Rin1-Abl PPI inh
COc1cc(/C=C/C(=O)NCCc2ccc(S(N)(=O)=O)cc2)ccc1OCC#N	-6	3	-2	4	-7	i	i	-2	0
CC(=O)c1sc(NC(=O)CS(=O)(=O)c2ccccc2)nc1C	-4	6	-5	-2	-1	i	i	1	-1
